GC-A act: GC-A (human) enzyme activation | actives 0.14% (n = 370,000) | P16066 | activation, % at 10 µM | HEK293 GC-A cells, cGMP TR-FRET, EC30 ANP; 0% at EC30 ANP, 100% saturating ANP; in the data active = activation above about 40%
Target sequence (P16066 whole entry, looked up): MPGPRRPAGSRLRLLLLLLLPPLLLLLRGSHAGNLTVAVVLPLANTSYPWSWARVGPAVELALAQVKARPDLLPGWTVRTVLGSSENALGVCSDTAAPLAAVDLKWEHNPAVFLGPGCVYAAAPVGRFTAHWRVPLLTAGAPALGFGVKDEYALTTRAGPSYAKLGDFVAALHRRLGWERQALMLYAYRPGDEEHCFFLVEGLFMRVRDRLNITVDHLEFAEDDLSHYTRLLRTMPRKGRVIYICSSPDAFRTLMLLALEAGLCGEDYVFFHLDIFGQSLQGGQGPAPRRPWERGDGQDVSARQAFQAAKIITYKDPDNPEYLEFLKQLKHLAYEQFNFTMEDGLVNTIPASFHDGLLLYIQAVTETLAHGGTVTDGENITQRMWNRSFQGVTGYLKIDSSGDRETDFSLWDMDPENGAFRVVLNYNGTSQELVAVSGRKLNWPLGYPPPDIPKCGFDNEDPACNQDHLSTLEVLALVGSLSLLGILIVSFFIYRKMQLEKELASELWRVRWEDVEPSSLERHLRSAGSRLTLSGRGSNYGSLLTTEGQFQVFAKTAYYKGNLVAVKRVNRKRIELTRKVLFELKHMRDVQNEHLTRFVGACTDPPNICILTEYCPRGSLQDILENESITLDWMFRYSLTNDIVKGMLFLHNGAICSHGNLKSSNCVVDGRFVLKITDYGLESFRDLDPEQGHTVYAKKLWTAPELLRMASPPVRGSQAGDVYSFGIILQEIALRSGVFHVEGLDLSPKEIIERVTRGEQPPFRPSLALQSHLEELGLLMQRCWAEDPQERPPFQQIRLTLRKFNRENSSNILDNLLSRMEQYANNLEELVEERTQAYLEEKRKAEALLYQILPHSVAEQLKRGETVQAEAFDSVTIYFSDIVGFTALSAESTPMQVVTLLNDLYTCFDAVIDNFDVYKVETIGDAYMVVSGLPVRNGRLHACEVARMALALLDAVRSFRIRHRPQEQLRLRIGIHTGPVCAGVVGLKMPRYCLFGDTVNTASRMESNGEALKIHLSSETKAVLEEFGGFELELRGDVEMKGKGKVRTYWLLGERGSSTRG
hgDAF-12 ag: hgDAF-12 agonism, primary luciferase screen. activation, % at 6.8 µM. AID 687014. actives 1.8% (n = 370,000). HEK293 GAL4-hgDAF12 UAS-luciferase reporter, agonist luminescence; normalized to butyrate control;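 active = activation above a cutoff set at the mean of all screened compounds plus 3 SD, cut at about 10% in these data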;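 note: 0% = DMSO wells and 100% = sodium butyrate wells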
NPR2 activator: GC-B (human) receptor activation | HEK293-GC-B cells, CNP EC30, cGMP TR-FRET; 0% at EC30 CNP, 100% saturating CNP | activation, % at 10 µM | actives 0.11% (n = 370,000) | AID 1920062;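 active = activation at 10 µM reaching about 35% in either raw or pattern-adjusted values, limit read from the data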
GAA850 FXN act: increases GAA850 frataxin promoter reporter activity. HEK293 lucGAA850 FXN promoter luciferase reporter, 24 h; percent of 10 µM SAHA response. activation, % at 6 µM. actives 0.56% (n = 360,000);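 active = activation above the average of all compounds screened plus 3 SD, cutoff fixed separately per campaign, cut at about 7.5% in these data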;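 note: 0% = DMSO wells and 100% = 10 µM SAHA wells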
HGIII-sPLA2 inh: Blocks human group III sPLA2 activity; inhibition, % at 12.2 µM; QFRET BODIPY PC-A2 liposome hydrolysis, fluorescence; actives 0.56% (n = 370,000);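 active = inhibition above mean plus 3 SD of compounds lying within the high and low control bounds, cut at about 19% in these data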;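 note: 0% = median of test compound wells and 100% = no enzyme DMSO wells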
SMARCA2 act: activators of SMARCA2 function; MG213 cells, MMTV-luciferase reporter, dexamethasone, overnight; activation, % at 9.1 µM; actives 1% (n = 370,000); in the data active = activation above about 7.8%;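 note: 0% = vehicle wells and 100% = reference activator wells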
DAX1 inh-1: inhibits human nuclear receptor DAX1 | HEK293 Gal4-DAX1 luciferase reporter, luminescence | inhibition, % at 6.75 µM | actives 0.99% (n = 340,000) | AID 504766;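 active = inhibition above the mean over all tested compounds plus 3 SD, cut at about 4.2% in these data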;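 note: 0% = DAX1-transfected cells with DMSO and 100% = empty-vector control cells with DMSO; inhibition shows as a rise in luminescence from relieved DAX1 repression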
DAX1 inh-2: inhibitors of DAX1 repression of SF-1 activated StAR promoter; HEK293T StAR-luciferase reporter, SF-1/DAX-1 repression relief; inhibition, % at 6.8 µM; actives 1.1% (n = 370,000); AID 652010;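 active = inhibition above the mean over all tested compounds plus 3 SD, cut at about 3.6% in these data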;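 note: 0% = DAX-1 cells with DMSO and 100% = cells lacking DAX-1 with DMSO; higher inhibition means more luminescence from relief of DAX-1 repression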
hcDAF12 agonist: H. contortus DAF-12 activation, primary screen; activation, % at 6.8 µM; actives 1.4% (n = 370,000); AID 652067; HEK293 hcDAF-12 lit1-tk-luc reporter, luminescence; 0% DMSO, 100% Δ7-dafachronic acid;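 active = activation above the mean of all tested compounds plus 3 SD, cut at about 5.5% in these data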;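 note: 100% = response to 3 µM Δ7-dafachronic acid high control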
KLK7 zymogen act: activates the human kallikrein-7 zymogen | P49862 | purified proKLK7, EDANS-DABCYL substrate fluorescence; 100% is mature enzyme control, 0% vehicle | activation, % at 7 µM | actives 0.9% (n = 370,000) | AID 652039;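 active = activation above the mean of all tested compounds plus 3 SD, computed per campaign excluding outliers beyond control limits, cut at about 13% in these data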
ssDAF-12 act: S. stercoralis DAF-12 activation, primary screen. HEK293 ssDAF-12/GRIP1 lit1-tk-luc reporter, luminescence; % of 3 µM dafachronic acid response. activation, % at 6.8 µM. actives 1% (n = 370,000). AID 652126;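 active = activation above the mean over all tested compounds plus 3 SD, cut at about 0.9% in these data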;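 note: 0% = DMSO-only wells and 100% = 3 µM delta7-dafachronic acid wells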
Active calls of the source: *. Rows are unselected; about 6.7% have a hit in one of these screens.

For NC(CSC12CC3CC(CC(C3)C1)C2)C(=O)O (stereo not given) the results were GC-A act 1, hgDAF-12 ag 0.5, NPR2 activator 5, GAA850 FXN act 1.2, HGIII-sPLA2 inh 0, SMARCA2 act 0, DAX1 inh-1 0.4, DAX1 inh-2 -0.4, hcDAF12 agonist 1.9, KLK7 zymogen act 0.5 and ssDAF-12 act -0.8.
Screening Nc1ncnc2c1ncn2C1CCCC1 returned GC-A act 9, hgDAF-12 ag -0.2, NPR2 activator 0, GAA850 FXN act 2.4, HGIII-sPLA2 inh 3, SMARCA2 act -2, DAX1 inh-1 1.4, DAX1 inh-2 0.9, hcDAF12 agonist -2.1, KLK7 zymogen act 0.9 and ssDAF-12 act -1.8.
Screening Cc1cccc(OCC(=O)Nc2ccc(C(=O)O)cc2NC(=O)COc2cccc(C)c2)c1 returned GC-A act 4, hgDAF-12 ag -2.9, NPR2 activator 0, GAA850 FXN act 0.4, HGIII-sPLA2 inh -1, SMARCA2 act -2, DAX1 inh-1 0.9, DAX1 inh-2 0.1, hcDAF12 agonist -1.6, KLK7 zymogen act -0.9 and ssDAF-12 act -1.6.
COc1ccc(Br)cc1/C=N/NC(=O)CN1CCCCC1 was read as GC-A act -1, hgDAF-12 ag -0.9, NPR2 activator 2, GAA850 FXN act -1.3, HGIII-sPLA2 inh -3, SMARCA2 act -3, DAX1 inh-1 -0.3, DAX1 inh-2 -0.2, hcDAF12 agonist 0.9, KLK7 zymogen act 0.5 and ssDAF-12 act -1.2.
O=C(c1cn(-c2ccccc2)nc1-c1ccncc1)n1nnc2ccccc21 was read as GC-A act -12, hgDAF-12 ag -1.6, NPR2 activator -6, GAA850 FXN act 3.2, HGIII-sPLA2 inh -3, SMARCA2 act 2, DAX1 inh-1 -0.7, DAX1 inh-2 -0.1, hcDAF12 agonist -0.7, KLK7 zymogen act 0.8 and ssDAF-12 act -1.5.
CCN1c2ccccc2-c2nc3ccccc3n2C1c1ccncc1 (stereo not given) was read as GC-A act -6, hgDAF-12 ag -0.7, NPR2 activator -14, GAA850 FXN act -2.0, HGIII-sPLA2 inh -3, SMARCA2 act 0, DAX1 inh-1 0.1, DAX1 inh-2 0.2, hcDAF12 agonist -1.0, KLK7 zymogen act 1.8 and ssDAF-12 act -1.5.
`CCn1cc(C2=NC(C)CO2)c2ccccc21` (stereo not given) gave GC-A act 6, hgDAF-12 ag -0.6, NPR2 activator 6, GAA850 FXN act 2.7, HGIII-sPLA2 inh -2, SMARCA2 act -2, DAX1 inh-1 0.6, DAX1 inh-2 0.4, hcDAF12 agonist -0.3, KLK7 zymogen act 0.1 and ssDAF-12 act -1.8.
Screening CCCc1ccc(OCc2ccc(C(=O)NN)o2)c(OC)c1 returned GC-A act -3, hgDAF-12 ag 8.6, NPR2 activator 4, GAA850 FXN act 2.1, HGIII-sPLA2 inh -11, SMARCA2 act 3, DAX1 inh-1 1.7, DAX1 inh-2 0.2, hcDAF12 agonist 1.4, KLK7 zymogen act 0.0 and ssDAF-12 act -0.3.
O=C(Nc1cccc(S(=O)(=O)NC2=NCCC2)c1)C1CCC1 was read as GC-A act 1, hgDAF-12 ag -1.5, NPR2 activator 2, GAA850 FXN act 0.9, HGIII-sPLA2 inh 7, SMARCA2 act 1, DAX1 inh-1 0.5, DAX1 inh-2 -0.2, hcDAF12 agonist 0.3, KLK7 zymogen act 1.1 and ssDAF-12 act -1.7.
Screening CCOc1ccc(-n2c(SCC(=O)Nc3ccc(Oc4ccccc4)cc3)nnc2-c2ccncc2)cc1 returned GC-A act 1, hgDAF-12 ag -2.8, NPR2 activator -4, HGIII-sPLA2 inh 3, SMARCA2 act -3, DAX1 inh-2 0.0, hcDAF12 agonist -1.0, KLK7 zymogen act -0.2 and ssDAF-12 act -0.2.
For COc1ccc(S(=O)(=O)Cc2ccc(C(=O)N3CCN(c4cccc(C)c4)C(C)C3)o2)cc1 (stereo not given) the results were GC-A act -7, hgDAF-12 ag 0.0, NPR2 activator -9, GAA850 FXN act -6.6, HGIII-sPLA2 inh -7, SMARCA2 act -1, DAX1 inh-1 -4.7, DAX1 inh-2 -4.4, hcDAF12 agonist -3.4, KLK7 zymogen act 0.1 and ssDAF-12 act -2.0.
`CC1=C/C(=C/N(C)c2ccccc2)C(=O)S1` gave GC-A act 1, hgDAF-12 ag 2.2, NPR2 activator -5, GAA850 FXN act 1.2, HGIII-sPLA2 inh 3, SMARCA2 act 4, DAX1 inh-1 1.2, DAX1 inh-2 0.5, hcDAF12 agonist 2.1, KLK7 zymogen act 0.4 and ssDAF-12 act 0.1.
Screening COCCNC(=O)Cn1cc2c(n1)CCCCC2 returned GC-A act 4, hgDAF-12 ag 0.5, NPR2 activator 2, GAA850 FXN act 0.4, HGIII-sPLA2 inh 6, SMARCA2 act -1, DAX1 inh-1 3.0, DAX1 inh-2 0.2, hcDAF12 agonist -1.0, KLK7 zymogen act 0.9 and ssDAF-12 act -1.2.
For CSc1cccc(NC(=O)C(C)NS(=O)(=O)c2ccc(F)cc2)c1 (stereo not given) the results were GC-A act -2, hgDAF-12 ag -2.1, NPR2 activator -2, GAA850 FXN act 0.4, HGIII-sPLA2 inh -1, SMARCA2 act -4, DAX1 inh-1 -0.6, DAX1 inh-2 0.3, hcDAF12 agonist -0.4, KLK7 zymogen act 0.7 and ssDAF-12 act -1.4.
`COc1cc(/C=N/N2C(=O)c3ccccc3C2=O)ccc1O` gave GC-A act -3, hgDAF-12 ag 1.0, NPR2 activator -2, GAA850 FXN act -2.1, HGIII-sPLA2 inh 17, SMARCA2 act -3, DAX1 inh-1 -0.4, DAX1 inh-2 -0.5, hcDAF12 agonist 4.0, KLK7 zymogen act -1.8 and ssDAF-12 act -1.0.
COCCCNC(=O)c1ccc(Cn2c(=O)c3ccccc3n(Cc3ccc([N+](=O)[O-])cc3)c2=O)cc1 was read as GC-A act -4, hgDAF-12 ag -0.3, NPR2 activator 0, HGIII-sPLA2 inh 1, SMARCA2 act -3, DAX1 inh-2 -1.1, hcDAF12 agonist -1.4, KLK7 zymogen act 0.7 and ssDAF-12 act -0.3.
For CCCn1c(SCC(=O)NC(=O)Nc2ccc(C)cc2C)n[nH]c1=O the results were GC-A act 0, hgDAF-12 ag 1.1, NPR2 activator 2, GAA850 FXN act -1.1, HGIII-sPLA2 inh -9, SMARCA2 act -2, DAX1 inh-1 -1.4, DAX1 inh-2 0.2, hcDAF12 agonist -0.7, KLK7 zymogen act 0.2 and ssDAF-12 act -1.8.
O=S(=O)(/C=C/c1ccccc1)Nc1ccc2c(c1)OCO2 was read as GC-A act 1, hgDAF-12 ag -2.3, NPR2 activator 2, GAA850 FXN act 3.3, HGIII-sPLA2 inh -8, SMARCA2 act 0, DAX1 inh-1 -0.1, DAX1 inh-2 -0.9, hcDAF12 agonist -0.4, KLK7 zymogen act 0.2 and ssDAF-12 act -0.7.
O=C(COC(=O)/C=C/c1ccccc1Cl)NCCNC(=O)COC(=O)/C=C/c1ccccc1Cl was read as GC-A act -4, hgDAF-12 ag 1.6, NPR2 activator -3, GAA850 FXN act -1.6, HGIII-sPLA2 inh -2, SMARCA2 act -2, DAX1 inh-1 0.3, DAX1 inh-2 -0.3, hcDAF12 agonist -0.4, KLK7 zymogen act -0.3 and ssDAF-12 act -0.8.
`O=C(NCc1ccccc1)c1ccc(Oc2ccc(C(=O)NCc3ccccc3)cc2)cc1` gave GC-A act -2, hgDAF-12 ag -0.7, NPR2 activator -3, GAA850 FXN act -0.4, HGIII-sPLA2 inh 0, SMARCA2 act -2, DAX1 inh-1 2.6, DAX1 inh-2 -0.2, hcDAF12 agonist -2.2, KLK7 zymogen act 0.3 and ssDAF-12 act -0.7.
Screening CCC(C)c1ccccc1N1CC(C(=O)N2CCN(S(=O)(=O)c3ccc(F)cc3)CC2)CC1=O (stereo not given) returned GC-A act 2, hgDAF-12 ag -1.8, NPR2 activator 0, GAA850 FXN act 1.5, HGIII-sPLA2 inh 6, SMARCA2 act -3, DAX1 inh-1 -1.7, DAX1 inh-2 -1.4, hcDAF12 agonist -1.6, KLK7 zymogen act 0.2 and ssDAF-12 act -0.9.
Screening Cn1cc(CN2CCC(n3nccc3NC(=O)CCCc3ccccc3)CC2)cn1 returned GC-A act 2, hgDAF-12 ag 0.9, NPR2 activator 1, GAA850 FXN act 1.1, HGIII-sPLA2 inh 0, SMARCA2 act 1, DAX1 inh-1 1.9, DAX1 inh-2 -0.1, hcDAF12 agonist 1.8, KLK7 zymogen act 0.1 and ssDAF-12 act -0.3.
`CCOc1ccc(CN(C)CCc2ccccn2)cc1` gave GC-A act 1, hgDAF-12 ag -4.2, NPR2 activator 0, GAA850 FXN act 1.5, HGIII-sPLA2 inh 5, SMARCA2 act -2, DAX1 inh-1 1.0, DAX1 inh-2 -0.2, hcDAF12 agonist 0.3, KLK7 zymogen act 0.1 and ssDAF-12 act -1.4.
Screening COc1ccc(OC)c(C2=NOC(C(=O)N3CCN(c4ccccc4)CC3)C2)c1 (stereo not given) returned GC-A act -2, hgDAF-12 ag 1.3, NPR2 activator 6, GAA850 FXN act 0.5, HGIII-sPLA2 inh 1, SMARCA2 act -4, DAX1 inh-1 -0.6, DAX1 inh-2 -0.1, hcDAF12 agonist -2.2, KLK7 zymogen act 0.2 and ssDAF-12 act -1.6.
Screening CCCS(=O)(=O)c1nc(S(=O)(=O)c2ccc(C)cc2)c(N2CCCC(C)C2)s1 (stereo not given) returned GC-A act 7, hgDAF-12 ag -2.7, NPR2 activator -1, GAA850 FXN act 0.8, HGIII-sPLA2 inh -7, SMARCA2 act -2, DAX1 inh-1 -0.7, DAX1 inh-2 -0.1, hcDAF12 agonist -2.4, KLK7 zymogen act -0.9 and ssDAF-12 act -1.5.
For Nc1ncnc(SCc2c(F)cccc2Cl)n1 the results were GC-A act 5, hgDAF-12 ag 3.3, NPR2 activator 2, GAA850 FXN act 3.1, HGIII-sPLA2 inh -1, SMARCA2 act -2, DAX1 inh-2 -0.1, hcDAF12 agonist -2.0, KLK7 zymogen act -0.2 and ssDAF-12 act -1.4.
For N#Cc1ccc(C(C(=O)NC2CCCCC2)n2c(=O)c(-c3ccco3)nc3ccccc32)cc1 (stereo not given) the results were GC-A act -4, hgDAF-12 ag -0.2, NPR2 activator -8, HGIII-sPLA2 inh -6, SMARCA2 act -1, DAX1 inh-2 -0.5, hcDAF12 agonist -0.3, KLK7 zymogen act -8.0 and ssDAF-12 act -0.7.
CCOC(=O)c1ccc(NC(=O)Nc2ccc(OC)c(OC)c2)cc1 was read as GC-A act -4, hgDAF-12 ag -3.0, NPR2 activator 2, GAA850 FXN act -0.3, HGIII-sPLA2 inh -15, SMARCA2 act 0, DAX1 inh-1 -1.3, DAX1 inh-2 -1.8, hcDAF12 agonist -3.4, KLK7 zymogen act -0.5 and ssDAF-12 act -1.6.
